Bioassay records from PubChem BioAssay.
Mdm2-MdmX inh: human Mdm2/MdmX binding inhibition; SaOS-2 split-luciferase Mdm2/MdmX complementation, luminescence; O15151+Q00987; inhibition, % at 8 µM; 3% of 330,000 active;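 active means inhibition of at least 50% at 8 µM in the primary screen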
EBI2 antag: antagonists of human EBI2 receptor | inhibition, % at 5 µM | P32249 | EBI2 beta-arrestin recruitment, luminescence, 7a,25-OHC stimulated | 0.81% of 360,000 active; in the data active means inhibition above about 38%;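 further: enzyme fragment complementation signal reports receptor beta-arrestin coupling in cells; 0% = agonist plus DMSO wells and 100% = wells without agonist; some results beyond the cut were filed as inactive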
CXCR6 block: inhibitors of human CXCR6 receptor. inhibition, % at 20 µM. CHO-K1 PathHunter CXCR6 beta-arrestin, luminescence. O00574. AID 602244. 0.36% of 360,000 active; in the data active means inhibition above about 34%, passing the limit was not always enough;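 further: antagonist mode with CXCL16 agonist at 10 nM final; 0% = 10 nM CXCL16 with DMSO and 100% = unstimulated wells without agonist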
CCR6 antagonist: blocks CCL20-driven beta-arrestin recruitment at human CCR6 | P51684 | CHO-K1 CCR6 PathHunter beta-arrestin, luminescence, CCL20-stimulated | inhibition, % at 20 µM | 0.49% of 340,000 active | AID 493098;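 active means compounds whose inhibition of the agonist-driven luminescence signal at 20 µM reaches about 50%, limit read from the data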;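 further: cells stimulated with CCL20 at 14 nM final; plate controls were DMSO with CCL20 for no effect and DMSO without agonist for full effect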
Target sequence (P51684 whole entry, looked up): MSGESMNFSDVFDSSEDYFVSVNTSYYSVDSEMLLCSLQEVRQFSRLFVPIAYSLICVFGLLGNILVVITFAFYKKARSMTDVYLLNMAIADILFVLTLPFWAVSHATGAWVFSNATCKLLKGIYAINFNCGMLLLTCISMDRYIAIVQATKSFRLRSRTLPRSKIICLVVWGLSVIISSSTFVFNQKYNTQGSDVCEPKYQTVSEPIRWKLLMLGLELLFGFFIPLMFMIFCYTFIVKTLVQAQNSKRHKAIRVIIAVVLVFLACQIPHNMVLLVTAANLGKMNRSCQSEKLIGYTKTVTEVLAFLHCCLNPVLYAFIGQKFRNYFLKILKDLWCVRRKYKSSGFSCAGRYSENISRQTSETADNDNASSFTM
tim23-1 inh: inhibits growth of tim23-1 mutant yeast; inhibition, % at 20 µM; 1.3% of 330,000 active; S. cerevisiae tim23-1 growth, BacTiter-Glo luminescence, 24 h;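 active means growth inhibition of the mutant yeast at or above 50%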;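 further: temperature-sensitive mutant grown at 25 °C; plate controls were DMSO-treated mutant yeast for no effect and medium wells lacking yeast for full effect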
UPR XBP1 act: adaptive UPR (XBP1) activation. CHO-XBP1 luciferase reporter, IRE1-XBP1 UPR activation, luminescence; percent of tunicamycin response, DMSO as zero. activation, % at 20 µM. 0.33% of 330,000 active;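 active means versus positive control, 20 µM dose yields 30% or more activation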;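 further: 100% = tunicamycin at 10 µg/mL and 0% = DMSO only wells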
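Material: CHO cell line with stable XBP1 luciferase reporter; buffer or medium: F12 medium containing 10% fetal bovine serum; compound: single point, 20 µM final compound, 1% DMSO; incubation: 6 h treatment, 37 °C; measured by: glow luminescence from Steady-Glo reagent; evaluation: activation, % of tunicamycin; control set: tunicamycin high, DMSO low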
APJ antagonist: antagonists of human APJ apelin receptor; P35414; CHO-K1 APJ beta-arrestin complementation, luminescence; inhibition, % at 20 µM; 0.32% of 330,000 active;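 active means inhibition above about 40% at 20 µM, limit read from the data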;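 further: cells challenged with 10 nM apelin-13 agonist together with compound; plate controls were apelin-13 plus DMSO wells for no effect and DMSO wells lacking apelin-13 for full effect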
Target sequence (P35414 whole entry, looked up): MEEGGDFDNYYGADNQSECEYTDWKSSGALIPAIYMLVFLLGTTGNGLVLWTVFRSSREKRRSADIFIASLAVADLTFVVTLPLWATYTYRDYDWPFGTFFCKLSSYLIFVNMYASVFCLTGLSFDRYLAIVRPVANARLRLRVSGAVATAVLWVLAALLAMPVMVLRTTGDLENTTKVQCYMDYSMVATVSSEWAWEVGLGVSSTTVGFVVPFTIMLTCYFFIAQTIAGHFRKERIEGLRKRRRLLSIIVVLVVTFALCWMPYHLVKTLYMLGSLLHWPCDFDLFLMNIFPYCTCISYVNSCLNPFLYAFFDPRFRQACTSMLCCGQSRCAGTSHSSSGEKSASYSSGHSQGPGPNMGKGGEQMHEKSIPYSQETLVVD
UPR CHOP act: apoptotic UPR (CHOP) activation | CHO-CHOP luciferase reporter, luminescence; percent of tunicamycin response over DMSO baseline | activation, % at 10 µM | 0.34% of 330,000 active;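 active means at 10 µM dose, activation of 40% or more, normalized to positive control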;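 further: 100% = tunicamycin at 10 µg/mL and 0% = DMSO alone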
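Dosing – one dose, 10 µM in 0.5% DMSO · System – CHO-CHOP cells, stable luciferase reporter of PERK-eIF2a-CHOP signalling · Input – 500 cells/well · Control set – tunicamycin 10 µg/mL final as positive, DMSO-only wells as negative · Timing – 6 h compound treatment, 37 °C · Measure – % activation vs tunicamycin · Technique – luminescence read with Steady-Glo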
APJ ag: agonists of human APJ apelin receptor. P35414. CHO-K1 APJ PathHunter beta-arrestin, luminescence; 0% DMSO wells, 100% apelin. activation, % at 20 µM. 0.11% of 330,000 active;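 active means activation more than six SD over the plate average, tested at 20 µM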;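 further: 0% = DMSO alone and 100% = apelin-13 at 10 nM; some results filed as inactive read as strong as hits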
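Assay system: CHO-K1 APJ beta-arrestin complementation cell line / Compound: single test compound dose, 20 µM final, 1% DMSO / Times: overnight seeding, 90 min compound at 25 °C, 1 h detection / Technique: beta-gal luminescence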
Active calls of the source: *. An excerpt; rates above refer to the full screens.

SMILES	Mdm2-MdmX inh	EBI2 antag	CXCR6 block	CCR6 antagonist	tim23-1 inh	UPR XBP1 act	APJ antagonist	UPR CHOP act	APJ ag
COc1ccc(N2CCN(C(=O)CNC(=O)Cc3ccccc3)CC2)cc1	24.6	-3.6	-0.5	12.1	14.8	-3.3	-7.2	0.7	4.0
CCOc1ccc(C2/C(=C(/O)c3ccc4c(c3)CC(C)O4)C(=O)C(=O)N2CC2CCCO2)cc1 (stereo not given)	-6.2	8.0	1.8	-3.1	3.1	-5.6	2.0	-0.5	-2.1
Cc1ccc(S(=O)(=O)NN2C(=O)/C(=C\c3ccc(Cl)cc3)SC2=S)cc1	-13.8	-1.4	5.4	-0.8	16.8	3.3	8.4	-0.8	-0.1
O=C(C(c1ccccc1)c1ccccc1)N1CCN(Cc2ccncc2)CC1	8.8	4.3	5.4	8.9	-4.3	-3.4	13.8	2.4	-2.7
CCSc1cc(N2CCCC2)nc(-c2ccccc2)n1	-3.8	-12.4	-1.1	4.2	3.5	0.3	6.1	1.2	-0.7
c1ccc(-c2ccc3nnnn3n2)cc1	-23.3	4.6	7.3	-2.0	-17.6	-1.1	-3.2	1.2	0.0
Nc1nonc1-n1nnc(C(=O)N/N=C/c2ccc(F)cc2)c1-c1cccs1	43.0	0.5	-4.3	-9.1	1.9	-2.7	3.3	1.3	5.1
O=C(C1CCCN(Cc2ccc(F)cc2)C1)N1CCCCC1 (stereo not given)	-1.5	-8.5	-3.1	18.0	-3.7	-8.8	17.4	4.0	-1.5
CC(/C=N/NC(=O)NC1CCCCC1)=C\c1ccccc1	-44.6	4.8	2.9	22.6	37.8	2.7	3.9	1.2	-4.1
COc1cccc(-c2nnc(NC(=O)C(C)C)o2)c1	18.1	-3.9	4.0	-2.1	1.8	1.3	10.7	0.0	-3.2
Cc1cc(C(=O)Nc2ccon2)cs1	14.4	-0.7	-0.1	-5.9	16.8	2.7	-19.8	-2.0	-4.1
COc1ccc2[nH]c(CN3CCC(n4nccc4NC(=O)C4CC4)CC3)c(C)c2c1	25.1	-3.9	-7.2	-20.0	14.9	-3.3	-30.2	1.3	11.4
CCN(Cc1nc(-c2ccc(OC)cc2)no1)C(=O)c1ccoc1C	-17.2	-0.5	-2.1	15.1	7.7	0.7	6.0	0.7	-4.6
CCN1CCN(CC(O)COc2cccc(OC)c2)CC1 (stereo not given)	29.0	-11.7	-4.2	-9.0	-12.4	-1.2	12.1	0.9	-0.2
CCC(CC)CN1C(Nc2ccccc2)=NC[C@@H]1C	13.7	-8.5	-1.8	-0.4	4.3	-0.6	15.0	-1.3	8.4
Cc1ccc(Nc2c(-c3ccccc3)nc3cnccn23)cc1	-9.2	15.6	5.3	7.0	29.2	-1.2	10.3	3.2	1.0
N#Cc1c(SCc2c(Cl)cccc2Cl)nc(N)[nH]c1=S	19.3	-6.5	-3.8	15.3	-18.8	-0.6	7.4	0.1	-0.6
O=C1CCCc2c1cc(C(=O)NCc1ccco1)c(=O)n2-c1ccccc1	-5.6	4.9	2.6	12.8	11.9	0.1	-1.3	-0.2	6.1
O=[N+]([O-])c1cc(Cl)cc(/C=N/Nc2nc3ccccc3s2)c1O	79.7*	16.5	31.1	43.0	28.8	-1.6	34.7	1.0	-8.4
NCC/C=C1/c2ccccc2CSc2ccccc21	37.0	1.4	6.8	7.7	19.4	0.5	11.8	0.9	-1.7
CC(C(=O)Nc1ccccn1)(c1ccccc1)c1ccccc1	15.0	3.0	-0.1	2.6	24.7	-5.1	8.9	-1.5	-4.8
CC(Sc1ncccn1)C(=O)NNC(=O)c1cccc(Cl)c1 (stereo not given)	-15.0	-26.5	-2.1	10.2	-3.5	0.4	-4.7	0.6	-2.2
CN(CCNC(=O)C1CCC(=O)N(Cc2cccc(F)c2)C1)CCc1ccccc1 (stereo not given)	-9.1	7.7	-3.2	14.4	0.6	0.2	7.4	0.0	10.5
CCOC(=O)N1CCC(NC(=O)c2cccc3c2C(=O)N(c2ccc(OC)cc2)C3)CC1	-11.1	-4.8	-3.2	12.6	38.6	1.7	-6.5	0.6	4.5
CCn1c(CNC(=O)COc2ccc(C(C)C)cc2)nnc1SCC(=O)Nc1ccccc1	21.9	2.4	-5.9	-0.2	4.0	-1.9	4.9	1.1	-0.8
The listing continues:
SMILES	Mdm2-MdmX inh	EBI2 antag	CXCR6 block	CCR6 antagonist	tim23-1 inh	UPR XBP1 act	APJ antagonist	UPR CHOP act	APJ ag
CCOc1ccc(CCNC(=O)c2[nH]c(C)c(C(C)=O)c2C)cc1OCC	-9.5	-7.1	3.7	13.5	7.9	-3.4	5.3	-0.3	-1.7
COc1ccc(/C=C/c2ccc3ccccc3[n+]2C)cc1OC	6.9	8.7	6.3	0.4	3.3	3.6	7.9	6.8	0.6
CCOC(=O)C1CCN(c2ccc(-c3cccs3)nn2)CC1	-2.2	-8.6	-18.0	-3.7	29.9	-10.2	-0.8	-2.5	-0.6
CC1CCCN(c2ccc(N)cc2C(N)=O)C1 (stereo not given)	6.4	-6.0	-2.4	11.3	0.9	-2.3	9.7	-0.9	-1.5
O=C1NC2(Nc3ccccc31)C(=O)Nc1ccccc12 (stereo not given)	-6.3	3.6	0.2	-2.9	8.6	0.3	-5.9	0.2	-2.3
C=CCn1c(=O)c2ccccc2n2c(SCc3csc(-c4ccccc4)n3)nnc12	-5.8	-4.0	-5.2	13.9	16.3	1.1	-13.8	0.3	-0.9
O=C(COc1ccc2ccc(=O)oc2c1)Nc1ccc(CCO)cc1	21.9	-7.5	1.3	4.3	-13.0	-0.5	-6.0	-0.8	-0.3
Cc1ccc(C)c(C(=O)COC(=O)c2cc(Cl)nc3ccccc23)c1	2.2	6.8	-1.3	18.5	16.2	6.0	-1.5	2.2	-2.3
N#Cc1sc2nc(N3CCCCC3)c3c(c2c1N)CCCC3	34.1	8.4	-6.9	20.3	42.6	6.0	-4.8	-2.5	-2.3
COCCN1Cc2cccc(C(=O)Nc3cc(OC)ccc3OC)c2C1=O	0.4	-9.9	-8.0	-2.7	10.8	0.1	18.9	-1.9	0.6
Cc1ccc(S(=O)(=O)N2CCN(C(=S)NCCc3ccccc3)CC2)cc1	25.6	10.9	-3.4	2.5	13.7	-3.0	12.1	-1.4	-1.7
CS(=O)(=O)N(Cc1ccccc1)c1ccc(C(=O)Nc2cccnc2)cc1	1.8	1.8	0.8	-27.6	14.2	-5.8	-7.0	-0.3	3.4
CCOC(=O)C1=C2NC(=O)c3ccccc3N2C(=O)C1	-23.7	9.6	15.6	69.4*	4.3	-2.4	53.4*	1.4	-1.8
Cc1cccc(N2CCN(C(=O)Cc3ccc(Br)cc3)CC2)c1C	-26.8	46.5*	0.1	32.0	24.8	-0.5	-20.4	0.3	-0.7
Cc1cc(C)c(C#N)c(SCC(=O)Nc2ccc(S(=O)(=O)Nc3ncccn3)cc2)n1	20.7	-6.0	6.0	14.5	-12.2	-3.9	-1.5	-0.5	-1.3
CC1CCCC(NC(=O)COC(=O)c2ccccc2Sc2ccccc2C#N)C1C (stereo not given)	14.8	3.6	0.6	16.7	-32.9	-1.4	5.5	0.5	-2.9
COc1ccc(/C=C2\SC(=S)N(CCC(=O)NC3C=CS(=O)(=O)C3)C2=O)cc1 (stereo not given)	29.2	-6.8	-3.7	-1.6	-7.4	-0.4	10.3	1.5	3.0
O=C(CCN1C(=O)[C@@H]2Cc3ccccc3CN2C1=O)Nc1cccc(F)c1	8.6	-3.9	-4.8	13.3	-5.4	0.0	30.2	0.0	-3.6
COc1cc(C2NC(=O)C(C#N)=C(S)N2c2ccccc2)ccc1OC(C)C (stereo not given)	15.8	-4.6	3.2	-4.1	2.4	3.9	-0.2	-1.6	-4.5
O=C(CSc1nnc2ccc(-c3cccnc3)nn12)Nc1ccccc1F	6.1	-5.6	8.4	13.2	-4.2	2.5	17.1	1.2	0.1

Molecules listed so far that have an aryl thioether with sulfur outside any ring (8):
SMILES	Mdm2-MdmX inh	EBI2 antag	CXCR6 block	CCR6 antagonist	tim23-1 inh	UPR XBP1 act	APJ antagonist	UPR CHOP act	APJ ag
CCSc1cc(N2CCCC2)nc(-c2ccccc2)n1	-3.8	-12.4	-1.1	4.2	3.5	0.3	6.1	1.2	-0.7
N#Cc1c(SCc2c(Cl)cccc2Cl)nc(N)[nH]c1=S	19.3	-6.5	-3.8	15.3	-18.8	-0.6	7.4	0.1	-0.6
CC(Sc1ncccn1)C(=O)NNC(=O)c1cccc(Cl)c1 (stereo not given)	-15.0	-26.5	-2.1	10.2	-3.5	0.4	-4.7	0.6	-2.2
CCn1c(CNC(=O)COc2ccc(C(C)C)cc2)nnc1SCC(=O)Nc1ccccc1	21.9	2.4	-5.9	-0.2	4.0	-1.9	4.9	1.1	-0.8
C=CCn1c(=O)c2ccccc2n2c(SCc3csc(-c4ccccc4)n3)nnc12	-5.8	-4.0	-5.2	13.9	16.3	1.1	-13.8	0.3	-0.9
Cc1cc(C)c(C#N)c(SCC(=O)Nc2ccc(S(=O)(=O)Nc3ncccn3)cc2)n1	20.7	-6.0	6.0	14.5	-12.2	-3.9	-1.5	-0.5	-1.3
CC1CCCC(NC(=O)COC(=O)c2ccccc2Sc2ccccc2C#N)C1C (stereo not given)	14.8	3.6	0.6	16.7	-32.9	-1.4	5.5	0.5	-2.9
O=C(CSc1nnc2ccc(-c3cccnc3)nn12)Nc1ccccc1F	6.1	-5.6	8.4	13.2	-4.2	2.5	17.1	1.2	0.1
